B2AR arrestin: qHTS assay of beta-arrestin-biased ligands of beta2-adrenergic receptor; Beta-2 adrenergic receptor (Homo sapiens), P07550; actives 0.02% (n = 330,000); beta-arrestin recruitment to beta2AR, cell-based reporter; AID 492947, 2010; Potency, µM (series often up to 46.1 µM), inactives show at the highest dose activation, most hits filed as activators;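 note: potency is the fitted concentration of half-maximal effect; 0% = DMSO controls and full agonism = EC100 isoproterenol or metaproterenol; nearly all actives have a fitted effect of over 65% in size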
Target sequence (P07550 whole entry, looked up): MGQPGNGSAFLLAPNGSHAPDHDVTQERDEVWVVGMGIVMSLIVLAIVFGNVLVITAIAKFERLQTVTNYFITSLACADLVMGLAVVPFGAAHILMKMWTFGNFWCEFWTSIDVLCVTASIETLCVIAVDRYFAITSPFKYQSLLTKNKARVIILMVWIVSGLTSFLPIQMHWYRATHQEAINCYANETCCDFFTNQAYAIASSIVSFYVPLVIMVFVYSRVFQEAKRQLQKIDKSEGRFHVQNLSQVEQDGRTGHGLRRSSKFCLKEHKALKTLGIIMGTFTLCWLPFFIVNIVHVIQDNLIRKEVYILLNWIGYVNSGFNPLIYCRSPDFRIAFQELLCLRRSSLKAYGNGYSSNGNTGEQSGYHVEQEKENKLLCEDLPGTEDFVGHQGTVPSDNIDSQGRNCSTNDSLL
ASM inhibitor: Inhibitors of Secretory Acid Sphingomyelinase (S-ASM): qHTS; placental ASM, HMU-PC fluorogenic substrate, 60 min; Potency, µM (highest dose often 57.5 µM), for inactives: top-dose activity change, negative = inhibition, usual class: inhibitors; actives 0.006% (n = 340,000); AID 504937, 2011; note: potency is the fitted concentration of half-maximal effect
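Steps: dispense placental human ASM, pin compound, wait 10 min at room temperature, add HMU-PC0 substrate at 9 uM final, incubate 60 min at 37 °C, add stop solution raising pH to 10, read fluorescence.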
GALK inhibitor: qHTS Assay for Inhibitors of Human Galactokinase (GALK); Purified GALK, Kinase-Glo residual ATP luminescence; AID 1868, 2009; Potency, µM (titrated, usually from 57.5 µM), without a hit: at the highest dose activity change, negative = inhibition, most hits filed as inhibitors; actives 0.007% (n = 270,000); note: potency is the fitted concentration of half-maximal effect; % is set by controls: 0 for no effect and ±100 for the full control effect
Target sequence (P51570 whole entry, looked up): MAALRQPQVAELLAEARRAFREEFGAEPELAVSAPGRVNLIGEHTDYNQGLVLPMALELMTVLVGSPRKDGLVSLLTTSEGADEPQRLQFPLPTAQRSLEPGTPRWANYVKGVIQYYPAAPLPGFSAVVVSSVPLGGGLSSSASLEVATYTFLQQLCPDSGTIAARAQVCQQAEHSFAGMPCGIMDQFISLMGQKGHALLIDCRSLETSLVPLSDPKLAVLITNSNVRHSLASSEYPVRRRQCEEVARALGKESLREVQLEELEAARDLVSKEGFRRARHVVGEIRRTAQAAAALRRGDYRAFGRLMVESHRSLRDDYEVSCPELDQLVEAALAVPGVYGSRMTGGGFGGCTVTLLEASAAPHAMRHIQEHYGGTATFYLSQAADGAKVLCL
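The enzyme phosphorylates galactose (100 uM) using ATP (35 uM); inhibition is detected as higher residual ATP, quantified by bioluminescence after 1 h reaction at room temperature, pH 8.0.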
PKM2 activator: qHTS Assay for Activators of Human Muscle isoform 2 Pyruvate Kinase; Pyruvate kinase PKM (Homo sapiens), P14618; purified PKM2, Kinase-Glo ATP luminescence, activation; response scale: 0% is enzyme alone, no compound; Potency, µM (titrated, usually from 57.5 µM), inactives show at the top dose activation, most hits filed as activators; actives 0.34% (n = 260,000); AID 1631, 2009; note: potency is the fitted concentration of half-maximal effect; % is set by controls: 0 for no effect and ±100 for the full control effect; nearly all actives have a fitted effect of over 55% in size
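ATP formation by purified human PK-M2, quantified via coupled luciferase luminescence after 1 h at room temperature with 0.1 mM ADP and 0.5 mM PEP final.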
Tb PFK inh: qHTS Assay to Find Inhibitors of T. brucei phosphofructokinase | AID 485367, 2010 | Potency, µM (top dose mostly 57.5 µM), for inactives: at the highest dose activity, negative = inhibition, most hits filed as inhibitors | actives 0.17% (n = 330,000) | T. brucei PFK, ADP-Glo luminescence;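 note: potency is the fitted concentration of half-maximal effect; 0% = uninhibited 1x PFK enzyme wells and -100% = no-enzyme wells; nearly all actives have a fitted effect of over 60% in size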
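1.25 nM PFK with 0.5 mM F6P and 0.1 mM ATP in 0.1 M TEA pH 8.0, 5 mM MgCl2, incubated 45 min at room temperature; ADP measured by ADP-Glo luminescence; compounds titrated up to 57 uM.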
Chronic BCR inh: qHTS Assay to Find Inhibitors of Chronic Active B-Cell Receptor Signaling; ABC-DLBCL IkBa-CBG/CBR reporter, luminescence ratio, 4 h; Potency, µM (series often up to 46.1 µM), for inactives: at the top dose ratio change, negative = lower green/red ratio, usual class: inhibitors; actives 0.05% (n = 340,000); AID 493014, 2011; active = well fitted inhibition curve with a large enough effect in the signal ratio, with a control signal flat, not every such curve was filed as active; inconclusive = small, poorly fitted or top-dose-only effect, or effect the other way, or a change in a side signal; the % refers to the signal ratio;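 note: potency is the fitted concentration of half-maximal effect; plate controls were basal doxycycline-induced cells for no effect and cells given 10 µM MG132 for full effect; MG132 reads +100%, hits lower the ratio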
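TMD8 ABC-DLBCL cells carrying doxycycline-inducible green luciferase fused to IkappaBalpha plus unfused red luciferase were exposed to compounds (up to 46 uM) for 4 hrs at 37C. Activity came from the overlap-corrected green/red luminescence ratio.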
FBPA coupling cs: qHTS Assay for Inhibitors of Fructose-1,6-bisphosphate Aldolase from Giardia Lamblia: Coupling assay counterscreen; coupling enzyme system counterscreen, AmpLite Red fluorescence; activity change, negative = inhibition, % at 58.2 µM, hits read low; actives 0.67% (n = 290,000); in the data active = activity change below about -30%; note: % is set by controls: 0 for no effect and ±100 for the full control effect
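Compounds tested against the coupling enzymes alone at 57.5 uM final; readout was AmpLite Red fluorescence (525/598 nm) after 20 min at RT.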
PTAP TSG101 blk: qHTS Assay for Iinhibitors of HIV-1 Budding by Blocking the Interaction of PTAP/TSG101 | Potency, µM (highest dose often 115 µM), for the others: at the top dose activity change, negative = inhibition, usual class: inhibitors | 340,000 tested, under 10 active | Fluorescence polarization, FITC-PTAP peptide / Tsg101 binding | AID 493005, 2010 | Tumor susceptibility gene 101 protein (Homo sapiens), Q99816; active = well fitted inhibition curve with a large enough effect in the main read-out, with a control signal flat, not every such curve was filed as active; inconclusive = small, poorly fitted or top-dose-only effect, or effect the other way, or a change in a side signal; inactive = no such curve, though single readings can be large or run the other way; note: potency is the fitted concentration of half-maximal effect; % of control where 0% means no effect
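Compounds were pin-transferred onto Tsg101 binding domain (10 uM final) in HEPES pH 7.5 buffer, then FITC-PTAP peptide was added at 50 nM final. After 20 min at RT, polarization reported peptide displacement across a qHTS concentration series.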
a7 integrin act: qHTS for Activators of Integrin-Mediated Alleviation for Muscular Dystrophy; alpha7betagal myoblasts, beta-gal FDG fluorescence, 48 h; Potency, µM (top dose mostly 38.3 µM), for inactives: at the highest dose activation, actives largely listed as activators; actives 0.064% (n = 350,000);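 note: potency is the fitted concentration of half-maximal effect; 100% = response of the positive control SU9516; nearly all actives have a fitted effect of over 60% in size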
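alpha7betagal+/- myoblasts (passage 13, 250/well) treated 48 h at 37C with compounds at 1:260 dilution of DMSO stock. Lysed, then beta-galactosidase activity read as FDG fluorescence (ex 480/em 540) after 30 min, with pre-read for autofluorescence.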
Giardia killer: Small Molecules that selectively kill Giardia lamblia: qHTS | Giardia lamblia trophozoite viability | activity change, % at 7.66 µM, hits read low | actives 0.15% (n = 340,000); in the data active = activity change below about -80%; inconclusive = between about -30% and that limit;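 note: parasites exposed to compound for two days anaerobically before the ATP read; % is set by controls: 0 for no effect and ±100 for the full control effect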
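ATP-content bioluminescence gauges trophozoite survival. Cells (100/well) receive compound and incubate anaerobically for 48 hrs at 37 deg C; detection reagent follows for 15-30 min at room temperature.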
Menin MLL FP TR: qHTS Assay for Inhibitors Targeting the Menin-MLL Interaction in MLL Related Leukemias: Competition With Texas Red Labeled MLL-derived Mutant Peptide; AID 1768, 2009; Potency, µM (top dose mostly 61.6 µM), for the others: at the highest dose FP activity change, negative = inhibition, hits mostly inhibitors; O00255; actives 0.23% (n = 270,000); Menin + Texas Red MLL mutant peptide, fluorescence polarization; active = well fitted inhibition curve with a large enough effect in the polarisation, with a control signal flat, not every such curve was filed as active; inconclusive = small, poorly fitted or top-dose-only effect, or effect the other way, or a change in a side signal; inactive = no such curve, though single readings can be large or run the other way; the % refers to the polarisation; note: potency is the fitted concentration of half-maximal effect; % of control where 0% means no effect; many of its hits are not listed in these tables
* = called active by the depositor; ? = inconclusive; / = no result given; [ ] = dose if it differs, or a comment. Unless noted, calls come from the whole dose curve; as a rule, active = well fitted curve in the direction sought with a large enough effect; inconclusive = small, poorly fitted or top-dose-only effect, or another doubt; inactive = no such curve, though single readings can be large; an effect the other way counts as inactive or inconclusive. Only part of the results is shown; count on the stated rates, not on these rows.

molecule	PTAP TSG101 blk	Chronic BCR inh	Menin MLL FP TR	FBPA coupling cs	Giardia killer	PKM2 activator	GALK inhibitor	Tb PFK inh	a7 integrin act	ASM inhibitor	B2AR arrestin
CCNC(=O)C(=O)NCCc1ccc(Cl)cc1	3%	3%	1%	/	-9	-1%	-1%	1%	20%	7%	0.6%
CN(Cc1ccccc1)S(=O)(=O)c1nnc(NC(=O)c2ccccc2F)s1	-1%	8%	/	/	-9	/	-6%	3%	0%	-4%	-1.0%
CSC1=NCCN1C(=O)c1cccc(C(F)(F)F)c1	-7%	-3%	7%	5	-4	4%	0%	2%	-17%	3%	-0.2%
CC1CCCCC1NC(=O)c1ccc(S(=O)(=O)N2CCN(C)CC2)cc1 (centres undefined)	0%	-1%	0%	0	-13	0%	1%	-4%	-39%	4%	-0.8%
CC(C)(C)OC(=O)N1CCC2(CC1)C(C#N)=C(N)OC1=C2C(=O)CCC1	-3%	3%	-6%	1	-2	3%	-1%	0%	7%	-2%	0.1%
O=C(Nc1cnccn1)c1cccnc1	/	-10%	-9%	-1	-8	-11%	-1%	0%	?	4%	-0.2%
CN(CCCNC(=O)CCc1cn(C)c2ccccc12)C1CCCCC1	-2%	1%	2%	0	-19	/	/	4%	-50%[inhibitor]	0%	-0.2%
CCOC(=O)COc1ccc2c(c1)c(C(=O)OCC)c(C)n2CC	-1%	10%	-11%	0	-13	13%	-1%	8%	1%	-3%	-0.2%
CN(C)C(=O)CCCCCCCCC(=O)N(C)C	0%	5%	3%	5	10	-2%	5%	2%	-2%	-2%	-0.3%
COc1cccc(CNC(=O)CCCn2nc(C)n3c(cc4sccc43)c2=O)c1	-3%	6%	/	/	-5	/	3%	3%	18%	2%	0.1%
COc1ccc(NC(=O)c2scc(S(=O)(=O)C(C)C)c2N)cc1	-3%	3%	/	-2	-12	-15%	-2%	-2%	4%	-1%	-0.3%
O=C(CN1C(=O)NC2(CCc3ccccc32)C1=O)Nc1cc(C(F)(F)F)ccc1N1CCOCC1 (centres undefined)	-10%	-2%	10%	-1	10	-1%	7%	0%	22%	-12%	0.4%
COc1ccc(S(=O)(=O)NCc2ccc(C(=O)NCCCN3CC(C)CC(C)C3)cc2)cc1 (centres undefined)	-2%	-1%	/	/	13	/	-8%	-7%	-42%	-1%	-0.1%
CC(=O)c1cccc(NC(=O)CCNC(=O)c2ccccc2Cl)c1	-3%	0%	-3%	2	16	/	11%	7%	-20%	1%	-0.1%
Cc1ccc(S(=O)(=O)NC(CC(=O)NCC2CCCO2)c2ccccc2)cc1 (centres undefined)	2%	0%	17%	-1	-7	-1%	1%	12%	14%	2%	0.0%
COC(=O)Nc1nnc(Cc2ccc(Cl)cc2)s1	-4%	1%	-2%	5	-4	9%	-1%	4%	20%	0%	0.0%
Cc1ccc(S(=O)(=O)Nc2ccc3[nH]ccc3c2)cc1	0%	-1%	25%	2	-8	/	3%	2%	28%	10%	0.5%
CCN1C(=O)/C(=C\C(=O)c2cccs2)c2cc(Br)ccc21	-7%	1%	22%	-1	5	?	-2%	-8%	-40%	-11%	-0.9%
Cn1c(SCC(=O)Nc2ccccc2F)nnc1-c1cccs1	-1%	4%	4%	-1	22	/	-1%	0%	-20%	-1%	-0.3%
O=C(NCc1ccc(F)cc1)C1CC(=O)N(C2CCCC2)C1 (centres undefined)	-1%	0%	/	/	16	/	/	-8%	-6%	0%	-0.1%
CCN1CCN(c2cc(C)c3cc(NC(=S)N4CCCCC4)ccc3n2)CC1	0%	-24%	-9%	-7	-9	-2%	1%	-3%	-64%[inhibitor]	178%[activator]	-0.7%
COc1cc(S(=O)(=O)N2CCCCC2)ccc1NC(=O)c1ccccc1Cl	-1%	-15%	1%	2	14	9%	-4%	-2%	-22%	1%	-0.1%
O=C(CCc1nc(-c2ccc(F)cc2)no1)NCc1ccccc1CN1CCOCC1	-3%	?	/	/	-6	/	/	0%	20%	2%	-0.3%
Cc1ccc(C2(O)CN(c3ccccc3C)C3=[N+]2CCS3)cc1 (centres undefined)	0%	?	-7%	0	?	2%	-1%	0%	-7%	-1%	-0.7%
CCOc1ccc(NC(=O)CSc2nc3ccccc3nc2N2CCOCC2)cc1	2%	-9%	7%	1	-29	-4%	/	0%	2%	15%	0.3%

Structures shown so far that contain an aryl thioether with sulfur outside any ring, in the order listed:
molecule	PTAP TSG101 blk	Chronic BCR inh	Menin MLL FP TR	FBPA coupling cs	Giardia killer	PKM2 activator	GALK inhibitor	Tb PFK inh	a7 integrin act	ASM inhibitor	B2AR arrestin
Cn1c(SCC(=O)Nc2ccccc2F)nnc1-c1cccs1	-1%	4%	4%	-1	22	/	-1%	0%	-20%	-1%	-0.3%
CCOc1ccc(NC(=O)CSc2nc3ccccc3nc2N2CCOCC2)cc1	2%	-9%	7%	1	-29	-4%	/	0%	2%	15%	0.3%

The list goes on:
molecule	PTAP TSG101 blk	Chronic BCR inh	Menin MLL FP TR	FBPA coupling cs	Giardia killer	PKM2 activator	GALK inhibitor	Tb PFK inh	a7 integrin act	ASM inhibitor	B2AR arrestin
O=C(COC(=O)c1ccc(S(=O)(=O)NCc2ccco2)cc1)NC1CCCCC1	-1%	?	-16%	-3	-25	0%	0%	-3%	-6%	3%	0.1%
CCOc1cc(N2CCOCC2)c(OCC)cc1NC(=O)Cc1cccc2ccccc12	-10%	9%	-21%	-15	3	-7%	-1%	-3%	7%	-10%	0.1%
COc1ccccc1NC(=O)C[n+]1ccccc1	0%	?	3%	-1	20	4%	-2%	0%	-5%	0%	0.2%
COc1cccc(NC(=O)CN(C)C(=O)CSCc2nc3scc(-c4cccs4)c3c(=O)[nH]2)c1	0%	1%	/	/	-11	/	/	-3%	14%	-5%	-0.9%
Cc1ccc(-n2c(SCC(=O)Nc3ccc4c5c(cccc35)CC4)nc(O)cc2=O)cc1	-2%	0%	?	12	11	21%	1%	2%	35%	1%	-0.2%
Cc1cc(N2CCN(c3ccccc3)CC2)nc(N)n1	-6%	-21%	-10%	2	21	-22%	1%	-7%	-12%	-2%	-0.4%
COc1cccc(CNS(=O)(=O)c2cn(C)cn2)c1	-1%	6%	?	1	-3	3%	-2%	0%	-6%	2%	-0.1%
O=C(O)CC(NC(=O)Nc1ccccc1)c1ccc(OC2CCCC2)cc1 (centres undefined)	0%	2%	14%	-25	0	2%	-2%	-5%	2%	-1%	0.2%
CCN1CCN(c2nc3c(c(=O)[nH]c(=O)n3C)n2CCCSc2ncccn2)CC1	0%	?	-1%	6	-1	3%	-1%	-2%	21%	1%	0.0%
O=C(CCCO)c1ccc2c(c1)OCCO2	-2%	/	-7%	-1	-5	-5%	-4%	/	8%	4%	/
Cc1nn(C)cc1C=NCCOCc1ccccc1	-2%	0%	2%	3	-5	5%	1%	-4%	12%	2%	-0.7%
O=C(O)c1cccc(NCc2cccnc2)c1	0%	2%	5%	2	7	8%	4%	4%	25%	0%	0.4%

Arranged by count of non-hydrogen atoms (smallest number first): 3 of the compounds above.
molecule	PTAP TSG101 blk	Chronic BCR inh	Menin MLL FP TR	FBPA coupling cs	Giardia killer	PKM2 activator	GALK inhibitor	Tb PFK inh	a7 integrin act	ASM inhibitor	B2AR arrestin
COc1cccc(CNS(=O)(=O)c2cn(C)cn2)c1	-1%	6%	?	1	-3	3%	-2%	0%	-6%	2%	-0.1%
O=C(COC(=O)c1ccc(S(=O)(=O)NCc2ccco2)cc1)NC1CCCCC1	-1%	?	-16%	-3	-25	0%	0%	-3%	-6%	3%	0.1%
COc1cccc(NC(=O)CN(C)C(=O)CSCc2nc3scc(-c4cccs4)c3c(=O)[nH]2)c1	0%	1%	/	/	-11	/	/	-3%	14%	-5%	-0.9%
